TNAP inh pNP: human TNAP inhibition, p-nitrophenol detection; 21,000 tested, under 10 active; P05186; AID 615; purified TNAP, pNPP hydrolysis, absorbance 405 nm; inhibition, % at 20 µM;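 also: 0% = DMSO only wells and 100% = 1 mM levamisole wells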
Target sequence (P05186 whole entry, looked up): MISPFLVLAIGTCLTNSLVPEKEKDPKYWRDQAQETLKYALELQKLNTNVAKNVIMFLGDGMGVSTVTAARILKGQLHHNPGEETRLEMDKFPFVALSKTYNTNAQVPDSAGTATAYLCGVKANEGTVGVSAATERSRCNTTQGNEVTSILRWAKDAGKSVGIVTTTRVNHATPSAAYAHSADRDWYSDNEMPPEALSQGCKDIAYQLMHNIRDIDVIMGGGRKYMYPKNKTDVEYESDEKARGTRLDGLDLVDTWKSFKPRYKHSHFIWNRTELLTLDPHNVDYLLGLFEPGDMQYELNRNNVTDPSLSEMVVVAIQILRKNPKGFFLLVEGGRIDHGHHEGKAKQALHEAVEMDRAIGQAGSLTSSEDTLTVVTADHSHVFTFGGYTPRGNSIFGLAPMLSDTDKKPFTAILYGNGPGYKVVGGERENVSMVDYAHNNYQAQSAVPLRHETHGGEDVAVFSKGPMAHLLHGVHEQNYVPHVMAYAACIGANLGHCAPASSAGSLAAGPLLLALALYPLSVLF
TNAP Pi inh: inhibitors of human tissue-nonspecific alkaline phosphatase. P05186. 21,000 tested, under 10 active. purified TNAP, pNPP, malachite green phosphate absorbance. inhibition, % at 20 µM
* marks the source's active call; other numbers are inactive results.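 The calls were made as follows: active = inhibition above 50% at the 20 µM single-dose screen; inactive = the rest.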 A portion of the library; count on the stated rates, not on these rows.

How did COc1cc(NS(=O)(=O)c2ccc(NC(=O)C3CCCO3)cc2)nc(OC)n1 (stereo not given) do in these assays?
TNAP inh pNP: 4; TNAP Pi inh: 7

Results for CC1Cc2cc(/C(O)=C3/C(=O)C(=O)N(CC4CCCO4)C3c3ccco3)ccc2O1 (stereo not given) ?
TNAP inh pNP: 5; TNAP Pi inh: 11

How did COc1cccc(C(C#N)N2CCCCC2)c1O (stereo not given) do in these assays?
TNAP inh pNP: -1; TNAP Pi inh: -20

Results for O=C(NCc1ccco1)Oc1ccccc1 ?
TNAP inh pNP: 0; TNAP Pi inh: 3

What do the screens show for `CCN1CCN(S(=O)(=O)c2ccc(OC)c(Br)c2)CC1`?
TNAP inh pNP: -1; TNAP Pi inh: 5

Results for Cc1ccc(-c2nnc(SCC(=O)Nc3ccc4c(c3)OCCO4)n2N)cc1 ?
TNAP inh pNP: 0; TNAP Pi inh: 0

How did COc1ccc(CCNC(=O)CSc2nnc(-c3cccc(F)c3)o2)cc1OC do in these assays?
TNAP inh pNP: -2; TNAP Pi inh: 0

How did COc1ccccc1C(CC(=O)Nc1nccs1)c1ccco1 (stereo not given) do in these assays?
TNAP inh pNP: 4; TNAP Pi inh: 9

Results for O=C(NC1CCCCC1)N1CCCC(c2nc3ccccc3[nH]2)C1 (stereo not given) ?
TNAP inh pNP: 6; TNAP Pi inh: 10

How did COc1ccccc1C(=O)n1nc(-c2ccco2)nc1N do in these assays?
TNAP inh pNP: 1; TNAP Pi inh: -17

How did Cc1ccc(Cn2ncc3c(N4CCCC4)ncnc32)cc1 do in these assays?
TNAP inh pNP: 3; TNAP Pi inh: 8

How did Cc1noc(C)c1COC(=O)c1ccc2c(c1)OCO2 do in these assays?
TNAP inh pNP: -12; TNAP Pi inh: -4

How did Cc1cccc(OCCSc2cc(C)nc(N)n2)c1 do in these assays?
TNAP inh pNP: -4; TNAP Pi inh: -1

What do the screens show for `CCOC(=O)c1sc(NC(=O)c2c(C)noc2C)c(C(=O)OCC)c1C`?
TNAP inh pNP: -3; TNAP Pi inh: 2

Results for CCCC(c1nnnn1Cc1ccc(F)cc1)N1CCN(C2CCCCC2)CC1 (stereo not given) ?
TNAP inh pNP: 4; TNAP Pi inh: 14

Results for O=C(CCN1C(=O)c2ccccc2C1=O)Nc1ccc(F)cc1F ?
TNAP inh pNP: -1; TNAP Pi inh: -25

What do the screens show for `CCC(=O)Nc1ccc(OC)cc1OC`?
TNAP inh pNP: 2; TNAP Pi inh: 12

What do the screens show for `O=C(CCNc1cccc(Cl)c1)c1ccco1`?
TNAP inh pNP: 2; TNAP Pi inh: 11

What do the screens show for `CCn1c(-c2ccc(OC)c(OC)c2)n[nH]c1=S`?
TNAP inh pNP: 2; TNAP Pi inh: 6

What do the screens show for `CC(C)CNC(=O)c1c(N)n(/N=C/c2ccccn2)c2nc3ccccc3nc12`?
TNAP inh pNP: 0; TNAP Pi inh: 0

How did COc1cccc(NC(=O)N(Cc2cc3cc(C)cc(C)c3[nH]c2=O)CC2COCCO2)c1 (stereo not given) do in these assays?
TNAP inh pNP: 0; TNAP Pi inh: 3

What do the screens show for `Cc1cc(C)c2c(n1)nn1c(N3CCN(Cc4ccccc4)CC3)cc(C)nc21`?
TNAP inh pNP: 5; TNAP Pi inh: 11

What do the screens show for `Cc1ccccc1N=C1NC(=O)CS1`?
TNAP inh pNP: 5; TNAP Pi inh: 0

How did COc1cc(/C=N/n2c(C)nnc2C)cc(OC)c1OC do in these assays?
TNAP inh pNP: 6; TNAP Pi inh: -14

How did Cc1nnc(NCc2ccncc2)c2ccccc12 do in these assays?
TNAP inh pNP: -6; TNAP Pi inh: -4

How did Cc1cc(CN2CCOCC2)c(O)c(C2(C)CCCCC2)c1 do in these assays?
TNAP inh pNP: -2; TNAP Pi inh: 6

Results for Cc1cc(OC2CCCCC2)nc(-c2ccccc2O)n1 ?
TNAP inh pNP: 1; TNAP Pi inh: -4

How did Cc1ccc(-n2ncc(-c3nnc(SCC(=O)NC4CCCC4)o3)c2N)cc1C do in these assays?
TNAP inh pNP: 3; TNAP Pi inh: -12

Results for CCn1c(Cc2ccccc2)nnc1SCC(=O)Nc1nccs1 ?
TNAP inh pNP: 0; TNAP Pi inh: 0

Results for O=C1CCC(=O)N1c1nc2n(n1)C(c1ccccc1)C=C(c1ccc(Br)cc1)N2 (stereo not given) ?
TNAP inh pNP: 6; TNAP Pi inh: -3

How did COCc1[nH]nc2c1C(c1c(F)cccc1Cl)C(C#N)=C(N)O2 (stereo not given) do in these assays?
TNAP inh pNP: -4; TNAP Pi inh: 8

What do the screens show for `COC(=O)CNc1nc(-c2ccncc2)nc2ccccc12`?
TNAP inh pNP: -3; TNAP Pi inh: 3

How did Cc1ccc(NC2=NC(c3ccc(C)cc3)n3c(nc(C)cc3=O)N2)cc1 (stereo not given) do in these assays?
TNAP inh pNP: 4; TNAP Pi inh: -1

How did CCOC(=O)C(C)Oc1ccc(C2NC(=O)NC(C)=C2C(=O)Nc2ccccc2C)cc1 (stereo not given) do in these assays?
TNAP inh pNP: 1; TNAP Pi inh: 12

How did O=C(Nc1ccc(Cl)cn1)C1CCCN1S(=O)(=O)c1ccccc1 (stereo not given) do in these assays?
TNAP inh pNP: 3; TNAP Pi inh: 6

Results for CC(=O)Nc1ccc(S(=O)(=O)NCCc2ccccc2)cc1 ?
TNAP inh pNP: 6; TNAP Pi inh: -8

What do the screens show for `O=c1c2ccccc2nc2n1CC/C2=C/N1CCN(c2cccc(C(F)(F)F)c2)CC1`?
TNAP inh pNP: 0; TNAP Pi inh: 4

Results for COc1c(O)cccc1-c1nnn(CCC(=O)OCC(=O)c2ccccc2)n1 ?
TNAP inh pNP: -2; TNAP Pi inh: 2

Results for O=C(CCCOc1ccccc1)Nc1cccc(C(=O)O)c1 ?
TNAP inh pNP: 8; TNAP Pi inh: 7

Results for COc1ccc2c(=O)c3c(=O)n(Cc4ccco4)c(-c4ccccc4)nc3oc2c1 ?
TNAP inh pNP: 0; TNAP Pi inh: 7

Results for COc1ccc(NC(=O)Cn2nnc(-c3ccccc3NC(=O)c3ccco3)n2)cc1 ?
TNAP inh pNP: 0; TNAP Pi inh: 5

How did CCOC(=O)c1c(NC(=O)C2CCN(S(=O)(=O)c3cccs3)CC2)sc(C)c1C do in these assays?
TNAP inh pNP: 6; TNAP Pi inh: 11

How did Cc1ccccc1N1CCN(C(=O)C2CCCCC2)CC1 do in these assays?
TNAP inh pNP: 2; TNAP Pi inh: 6

How did CSCC[C@H](NC(=O)CCn1nnc2ccccc2c1=O)C(=O)O do in these assays?
TNAP inh pNP: 9; TNAP Pi inh: 13

How did CCOC(=O)c1ccc(CSc2ncn[nH]2)o1 do in these assays?
TNAP inh pNP: 0; TNAP Pi inh: 0

What do the screens show for `O=C(CNC(=O)c1ccco1)OCc1cccc(Cl)c1`?
TNAP inh pNP: 2; TNAP Pi inh: 6

What do the screens show for `NCCc1nnc(SCc2ccccc2F)o1`?
TNAP inh pNP: 1; TNAP Pi inh: 2

How did COC(=O)c1c(S(N)(=O)=O)c2ccccc2n1C do in these assays?
TNAP inh pNP: 3; TNAP Pi inh: 5

What do the screens show for `CNCCCC1c2ccccc2C=Cc2ccccc21`?
TNAP inh pNP: 3; TNAP Pi inh: 9

Results for COc1ccccc1-n1c(=O)c2c3c(sc2n2c(SC(C)C)nnc12)CCC3 ?
TNAP inh pNP: 4; TNAP Pi inh: 8

What do the screens show for `CCC(NC(=O)Nc1ccc(O)cc1)(C(F)(F)F)C(F)(F)F`?
TNAP inh pNP: 7; TNAP Pi inh: 8

Results for CCOC(=O)CSc1nc2c(c(=O)[nH]c(=O)n2C)n1CCc1ccccc1 ?
TNAP inh pNP: 1; TNAP Pi inh: 8

How did CN1CCN(c2ncnc3c2[nH]c2ccc(F)cc23)CC1 do in these assays?
TNAP inh pNP: 11; TNAP Pi inh: -2

What do the screens show for `COCCn1nnnc1C(C(C)C)N(Cc1cccnc1)Cc1cc2cc(OC)ccc2[nH]c1=O` (stereo not given)?
TNAP inh pNP: 3; TNAP Pi inh: 5

What do the screens show for `COc1ccc(NC(=O)Cn2nc(C(F)(F)F)c3c2CCCC3)c(OC)c1`?
TNAP inh pNP: 1; TNAP Pi inh: 12

How did NCCCCCc1nnc(SCC(=O)Nc2cccc(Cl)c2)o1 do in these assays?
TNAP inh pNP: 0; TNAP Pi inh: 1

Results for CC1CCCN(S(=O)(=O)c2ccc(S(=O)(=O)N3CCCN(Cc4ccccc4)C3)cc2)C1 (stereo not given) ?
TNAP inh pNP: 9; TNAP Pi inh: 24

What do the screens show for `Nc1ccc(N2CCOCC2)c(Cl)c1`?
TNAP inh pNP: 4; TNAP Pi inh: 4

What do the screens show for `CC(C)(C)NC(=O)C1N(c2cccnc2)C(=O)C2C(C(=O)Nc3ccccc3)C3(C)C=CC21O3` (stereo not given)?
TNAP inh pNP: 4; TNAP Pi inh: 8

Results for O=S(=O)(c1ccc(OCC(O)CN2CCN(c3ccccc3Cl)CC2)cc1)N1CCOCC1 (stereo not given) ?
TNAP inh pNP: 5; TNAP Pi inh: 11

15 structures from above, ordered by length of the SMILES, high to low.
What do the screens show for `CC(C)(C)NC(=O)C1N(c2cccnc2)C(=O)C2C(C(=O)Nc3ccccc3)C3(C)C=CC21O3` (stereo not given)?
TNAP inh pNP: 4; TNAP Pi inh: 8

Results for CC1CCCN(S(=O)(=O)c2ccc(S(=O)(=O)N3CCCN(Cc4ccccc4)C3)cc2)C1 (stereo not given) ?
TNAP inh pNP: 9; TNAP Pi inh: 24

What do the screens show for `COCCn1nnnc1C(C(C)C)N(Cc1cccnc1)Cc1cc2cc(OC)ccc2[nH]c1=O` (stereo not given)?
TNAP inh pNP: 3; TNAP Pi inh: 5

Results for O=S(=O)(c1ccc(OCC(O)CN2CCN(c3ccccc3Cl)CC2)cc1)N1CCOCC1 (stereo not given) ?
TNAP inh pNP: 5; TNAP Pi inh: 11

How did CCOC(=O)c1c(NC(=O)C2CCN(S(=O)(=O)c3cccs3)CC2)sc(C)c1C do in these assays?
TNAP inh pNP: 6; TNAP Pi inh: 11

Results for COc1ccc(NC(=O)Cn2nnc(-c3ccccc3NC(=O)c3ccco3)n2)cc1 ?
TNAP inh pNP: 0; TNAP Pi inh: 5

Results for COc1ccccc1-n1c(=O)c2c3c(sc2n2c(SC(C)C)nnc12)CCC3 ?
TNAP inh pNP: 4; TNAP Pi inh: 8

Results for CCOC(=O)CSc1nc2c(c(=O)[nH]c(=O)n2C)n1CCc1ccccc1 ?
TNAP inh pNP: 1; TNAP Pi inh: 8

What do the screens show for `CCC(NC(=O)Nc1ccc(O)cc1)(C(F)(F)F)C(F)(F)F`?
TNAP inh pNP: 7; TNAP Pi inh: 8

How did CN1CCN(c2ncnc3c2[nH]c2ccc(F)cc23)CC1 do in these assays?
TNAP inh pNP: 11; TNAP Pi inh: -2

What do the screens show for `O=C(CNC(=O)c1ccco1)OCc1cccc(Cl)c1`?
TNAP inh pNP: 2; TNAP Pi inh: 6

How did Cc1ccccc1N1CCN(C(=O)C2CCCCC2)CC1 do in these assays?
TNAP inh pNP: 2; TNAP Pi inh: 6

How did CCOC(=O)c1ccc(CSc2ncn[nH]2)o1 do in these assays?
TNAP inh pNP: 0; TNAP Pi inh: 0

What do the screens show for `CNCCCC1c2ccccc2C=Cc2ccccc21`?
TNAP inh pNP: 3; TNAP Pi inh: 9

What do the screens show for `Nc1ccc(N2CCOCC2)c(Cl)c1`?
TNAP inh pNP: 4; TNAP Pi inh: 4

Next part.
What do the screens show for `Cc1cc2c(c(=O)n1CC1CCCO1)C(c1ccc3c(c1)OCO3)C(C#N)=C(N)O2` (stereo not given)?
TNAP inh pNP: -1; TNAP Pi inh: 4

How did CCC(C)(C)n1nnnc1C(c1cccs1)N1CCN(Cc2ccccc2)CC1 (stereo not given) do in these assays?
TNAP inh pNP: -10; TNAP Pi inh: 0

How did Cc1cc(C)n(-c2nc(NC(C)C)nc(NC(C)C)n2)n1 do in these assays?
TNAP inh pNP: 4; TNAP Pi inh: 10

How did CCn1c(SCC(=O)N2CCOCC2)nnc1-c1cccs1 do in these assays?
TNAP inh pNP: 9; TNAP Pi inh: -12

Results for CCOC(=O)c1c(NC(=O)c2nc3n(n2)C(C(F)F)CC(C)N3)sc2c1CCCC2 (stereo not given) ?
TNAP inh pNP: 6; TNAP Pi inh: 3

How did CC(O)CNc1nc2c(c(=O)n(C)c(=O)n2C)n1Cc1cccc(C(F)(F)F)c1 (stereo not given) do in these assays?
TNAP inh pNP: 2; TNAP Pi inh: 4

Results for COc1ccc(NC(=O)CN(c2ccccc2)S(=O)(=O)N(C)C)cc1OC ?
TNAP inh pNP: 1; TNAP Pi inh: 16

What do the screens show for `CN(C(=O)c1ccc(Cl)c(S(=O)(=O)N2CCOCC2)c1)c1ccccc1C(=O)O`?
TNAP inh pNP: -1; TNAP Pi inh: 8

Results for CC(=O)N1CCN(c2ccc(NCc3ccccc3)cc2)CC1 ?
TNAP inh pNP: -2; TNAP Pi inh: 9

How did O=C(CN(C1CCCCC1)S(=O)(=O)c1ccc(F)cc1)NCCCO do in these assays?
TNAP inh pNP: 1; TNAP Pi inh: 4

What do the screens show for `O=S1(=O)N=C(SCCO)c2ccccc21`?
TNAP inh pNP: 0; TNAP Pi inh: 10

Source: PubChem
